# Bioassay records as filed in PubChem.
# BLM inh = Bloom syndrome helicase (human) inhibition. Potency, µM (highest dose often 56.1 µM), without a hit: at the top dose activity change, negative = inhibition, hits mostly inhibitors. recombinant BLM DNA unwinding, fluorescence dequenching. hit rate 0.2% among 350,000. P54132;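 further: potency means the concentration at half of the fitted maximal effect; plate controls were vehicle for no effect and no enzyme for full effect; nearly all actives have a fitted effect of over 35% in size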
# Glioma ERSR ind = ER stress response induction in glioma | Potency, µM, for inactives: at the highest dose activation, hits mostly activators | U87-MG GRP78 promoter luciferase reporter, 16 h | hit rate 0.02% among 420,000; further: potency means the concentration at half of the fitted maximal effect; series mostly up to about 76 µM; % of control where 0% means no effect; nearly all actives have a fitted effect of over 35% in size
#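 Stably transfected U87-MG human glioma cells carrying a GRP78-based luminescent sensor were seeded at 1000 cells/well, pin-dosed with compounds and incubated 16 h. Luciferase reagent was then added, and end-point luminescence was read after 10 min at room temperature.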
# Pol eta inh = inhibitors of human DNA polymerase eta | Q9Y253 | recombinant Pol eta, fluorescent DNA replication assay | Potency, µM (top dose mostly 114 µM), inactives show top-dose activity change, negative = inhibition, actives largely listed as inhibitors | hit rate 1.2% among 390,000; further: potency means the concentration at half of the fitted maximal effect; on the % scale 0 is the no-effect control and ±100 the full control effect
#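 Fluorescent replication assay: 50 nM final substrate added after a 15 min room-temperature compound preincubation with 10 nM enzyme. Signal taken at 0 min and again at 10 min.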
# POLI inh = inhibitors of human DNA polymerase iota. hit rate 1% among 390,000. Pol iota fluorescent replication assay, 10 min. Q9UNA4. Potency, µM (highest dose often 115 µM), for inactives: at the highest dose activity, negative = inhibition, hits mostly inhibitors. AID 588590; further: potency means the concentration at half of the fitted maximal effect
#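 Fluorescent replication assay read twice, at 0 min and 10 min after adding 50 nM (final) substrate. Enzyme (10 nM) and compounds were first incubated 15 min at room temperature; enzyme-free buffer wells were negative controls.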
# POLK inh = DNA polymerase kappa (human) inhibition; purified Pol kappa, fluorescent DNA synthesis assay, 10 min; AID 588579; Potency, µM (titrated, usually from 107 µM), for the others: at the top dose activity, negative = inhibition, most hits filed as inhibitors; hit rate 0.53% among 400,000; further: potency means the concentration at half of the fitted maximal effect; on the % scale 0 is the no-effect control and ±100 the full control effect
# Target sequence (Q9UBT6 whole entry, looked up): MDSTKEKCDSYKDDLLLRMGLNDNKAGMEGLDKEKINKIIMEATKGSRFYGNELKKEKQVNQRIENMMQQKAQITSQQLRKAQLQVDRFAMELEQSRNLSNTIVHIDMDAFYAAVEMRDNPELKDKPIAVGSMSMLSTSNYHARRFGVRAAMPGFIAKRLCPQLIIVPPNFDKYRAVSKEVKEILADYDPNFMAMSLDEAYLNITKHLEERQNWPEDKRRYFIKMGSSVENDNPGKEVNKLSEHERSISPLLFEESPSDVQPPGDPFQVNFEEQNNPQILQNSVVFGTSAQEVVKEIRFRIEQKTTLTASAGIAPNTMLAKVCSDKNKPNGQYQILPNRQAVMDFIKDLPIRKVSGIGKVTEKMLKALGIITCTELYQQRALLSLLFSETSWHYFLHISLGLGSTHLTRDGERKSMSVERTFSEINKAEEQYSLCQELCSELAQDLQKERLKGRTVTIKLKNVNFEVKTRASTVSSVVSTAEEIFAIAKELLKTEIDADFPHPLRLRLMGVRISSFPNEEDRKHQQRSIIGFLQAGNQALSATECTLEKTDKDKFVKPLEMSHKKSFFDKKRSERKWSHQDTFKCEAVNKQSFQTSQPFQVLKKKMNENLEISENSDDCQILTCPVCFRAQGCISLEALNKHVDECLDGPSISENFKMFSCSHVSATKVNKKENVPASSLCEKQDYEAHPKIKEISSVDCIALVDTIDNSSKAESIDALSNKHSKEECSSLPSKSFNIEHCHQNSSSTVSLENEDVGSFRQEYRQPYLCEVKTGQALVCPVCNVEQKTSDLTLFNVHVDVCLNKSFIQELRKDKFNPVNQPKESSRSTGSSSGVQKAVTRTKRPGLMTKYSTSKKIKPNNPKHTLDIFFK
#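 Activity was followed as the change in fluorescence between reads at 0 and 10 min after starting the reaction with 50 nM substrate. Beforehand, 10 nM polymerase had been preincubated with compound for 15 min at room temperature.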
# Pol beta inh = DNA polymerase beta (human) inhibition; Pol beta primer extension/strand displacement, fluorescence kinetic; Potency, µM (doses to about 114 µM), without a hit: at the highest dose activity change, negative = inhibition, most hits filed as inhibitors; hit rate 1.3% among 340,000; further: potency means the concentration at half of the fitted maximal effect; on the % scale 0 is the no-effect control and ±100 the full control effect
#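 Pol beta (10 nM) was preincubated with compound for 15 min at room temperature. The reaction was then started with 50 nM substrate and read immediately and after a further 10 min at room temperature.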
# LDHA inh = LDHA (human) enzyme inhibition. P00338. purified LDHA, NADH/diaphorase-resazurin fluorescence; hits give low values. activity change, % (values are at about 110 or 230 µM). hit rate 0.15% among 480,000. AID 1347041; in the data active means activity change below about -30%; inconclusive means mostly about -25% to -30%;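 further: plate controls were DMSO wells for no effect and wells without enzyme for full effect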
#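 Resorufin fluorescence (ex540/em590), read at 0 and 20 min after diaphorase/resazurin addition, reports the NADH left after a 5 min room-temperature reaction of 2 nM human LDH5 with 0.06 mM NADH and 0.2 mM pyruvate.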
# APE1 inh = APE1 (human) endonuclease inhibition | P27695 | recombinant APE1, TAMRA/BHQ-2 abasic DNA cleavage fluorescence | Potency, µM (titrated, usually from 65.8 µM), for inactives: at the highest dose activity change, negative = inhibition, hits mostly inhibitors | hit rate 0.35% among 350,000;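 further: potency means the concentration at half of the fitted maximal effect; plate controls were vehicle for no effect and reference inhibitor for full effect; nearly all actives have a fitted effect of over 55% in size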
#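 Incision of a quenched TAMRA/BHQ-2 THF abasic-site duplex (50 nM) by 0.75 nM APE1, after 15 min compound preincubation, measured as fluorescence increase over three 60 s reads. Values normalized to buffer, DMSO and NSC13755 control wells.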
# Apoferritin bind = candidate novel general anesthetic via apoferritin binding; P02791; apoferritin/1-aminoanthracene competitive binding, fluorescence; Potency, µM (top dose mostly 77.5 µM), inactives show at the top dose activity change, negative = displacement, hits mostly inhibitors; hit rate 0.074% among 350,000; AID 485281; further: potency means the concentration at half of the fitted maximal effect; on the % scale 0 is the no-effect control and ±100 the full control effect; nearly all actives have a fitted effect of over 20% in size
# Target sequence (P02791 2-175 limits assumed): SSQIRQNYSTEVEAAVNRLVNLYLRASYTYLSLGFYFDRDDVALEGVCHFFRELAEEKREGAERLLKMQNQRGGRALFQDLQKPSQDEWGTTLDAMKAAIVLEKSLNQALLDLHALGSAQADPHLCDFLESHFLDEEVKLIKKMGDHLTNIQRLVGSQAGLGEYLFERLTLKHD
#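 Horse-spleen apoferritin (10 uM) was mixed with 50% saturated 1-aminoanthracene in PBS, exposed to compounds for 10 min at room temperature, and read for fluorescence (ex 380 nm, em 535 nm). Competitive displacement was fitted with a four-parameter Hill equation.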
# * = called active by the depositor; u = inconclusive; x = no result given; & = joins results of further samples; [ ] = another dose, or the depositor's remark. Unless noted, the call rests on the fitted dose curve; in most records, active means well fitted curve in the direction sought with a large enough effect; inconclusive means small, poorly fitted or top-dose-only effect, or another doubt; inactive means no such curve, though single readings can be large; an effect the other way counts as inactive or inconclusive.
Compound	BLM inh	Glioma ERSR ind	Pol eta inh	POLI inh	POLK inh	Pol beta inh	LDHA inh	APE1 inh	Apoferritin bind
COc1cccc(C(=O)COC(=O)c2cccs2)c1	1.2%	5.2%	4.0%	-4.1%	7.2%	-0.1%	-1.5	18.8%	u
Cc1ccc(N(CC(=O)Nc2ccc(C)cc2C)S(=O)(=O)N2CCCC2)cc1	-6.1%	-1.1%	-13.4%	-7.9%[58.9 µM]	-15.0%	20.3%	7.8	15.1%	-14.4%
Cc1ccc(CNC(=O)CCNC(=O)c2ccco2)cc1	-0.4%	-8.5%	-13.6%	15.6%	-2.2%	90.2%	-2.1	u	-6.5%
CC(C)C(O)(CC#CCN1CCCC1)c1ccccc1 (centres undefined)	-3.0%	1.1%	-1.0%	-7.5%	-13.5%	5.4%	-11.5&-4.1	-1.5%	-4.0%
CN(C)C(CNC(=O)CSC(=S)N1CCCC1)c1ccccc1 (centres undefined)	x	-2.5%	-14.7%	-7.9%	-3.8%	x	-4.6	-6.2%	x
COc1cc2cc(C(=O)N3CCc4ccccc4C3)[nH]c2cc1OC	-3.0%	-4.2%	-20.4%	23.0%	-0.1%	-0.4%	-1.7&-7.7	46.1%[activator]	-7.5%
CC(OC(=O)CNS(=O)(=O)c1ccc2ccccc2c1)C(=O)N(C)c1ccccc1 (centres undefined)	u	-3.4%	-9.0%	u	-0.3%	17.8%	-7.1	16.4%	-10.4%
CC[C@]12c3[nH]c4ccccc4c3CCN1C(=O)C(CC(=O)NCc1ccco1)C[C@@H]2C(=O)N1CCN(C(=O)C2CC2)CC1 (some centres undefined)	x	-4.3%	-4.5%	-8.6%	-2.2%	x	-12.9	3.2%	x
CC1=CC(C)(C)n2c(O)c(N=N)c3c(C)c(C)cc1c32	-14.6%	-0.1%	-20.7%	82.2%[activator]	-25.8%	8.9%	-5.0	-7.0%	-10.6%
C=CCc1cccc(CNc2c(C)n(C)n(-c3ccccc3)c2=O)c1O	-3.3%	-6.2%	-11.2%	10.4%	-17.3%	-1.4%	-1.7	-2.6%	-15.9%
Oc1cccc2ccc(N3CCOCC3)nc12	-3.0%	-1.9%	-3.3%	31.5%[activator]	-14.4%	48.9%	3.5	13.2%	-0.5%
Cc1ccc(CS(=O)Cc2ccc(C(=O)N3CCN(c4ccccn4)CC3)o2)cc1 (centres undefined)	2.8%	3.7%	-8.3%	42.3%[activator]	-2.2%	27.8%	-2.5	-4.8%	-6.0%
Cc1ccc(C(=O)NNC(=O)c2ccc3ccccc3c2)cc1	x	4.4%	-9.9%	59.3%[activator]	-16.4%	x	-3.3	x	x
CN(C)S(=O)(=O)N(CC(=O)N1CCN(c2ccccc2F)CC1)c1ccccc1	-1.9%	0.3%	-15.3%	35.4%[activator]	-4.8%	52.0%	2.3&-3.4	7.6%	-7.2%
Cc1nc(N2CCOCC2)nc(OCCN(C)C)c1[N+](=O)[O-]	4.5%	-2.2%	-14.1%	-6.4%	9.8%	-2.0%	0.9	4.0%	-7.4%
COc1ccc(-c2csc(NC(=O)C3CC(=O)N(c4ccc5c(c4)OCCO5)C3)n2)cc1 (centres undefined)	-7.4%	-8.7%	u	u	-21.5%	-19.9%[57.1 µM]	-4.3	-0.2%	u
O=C(CCN1C(=O)c2cccc3cccc(c23)C1=O)Nc1ccccc1	0.2%	-2.9%	-1.1%	30.4%[activator]	-40.4%	4.1%	-4.3	-0.4%	-2.9%
O=C(Nc1cccc(S(=O)(=O)NCc2ccco2)c1)c1ccc(Cl)cc1	x	-2.9%	-6.0%	-5.6%	-6.6%	x	-10.4	1.9%	x
O=C(Nc1cc(S(=O)(=O)Nc2ccc(Cl)cc2)ccc1O)c1ccc(F)cc1F	x	-2.7%	-1.5%	-10.4%	-16.2%	x	0.8	-6.5%	x
CC[C@]1(c2ccccc2OC)C(=O)N(C(=O)OC)N1C(=O)OC	-6.6%	-2.7%	-9.3%	3.5%	9.5%	-0.6%	-4.6	-15.9%	-9.1%
Cc1cccn2c(=O)cc(CSc3nnc(NC(=O)COc4ccccc4)s3)nc12	u	-0.4%	u	u	-4.7%[60.1 µM]	1.5%	4.8	13.7%	-7.8%
O=C(CC1C(=O)NCCN1C(=S)Nc1ccccc1)Nc1ccc2c(c1)OCCO2 (centres undefined)	-2.3%	-1.3%	-13.0%	1.3%	3.0%	15.7%	3.0	4.5%	u
O=C(Cn1c(=O)oc2cc(S(=O)(=O)NCc3ccccc3)ccc21)NCc1ccco1	-9.9%	-2.4%	-12.9%	19.7%	8.0%	u	-5.9	-11.9%	-2.7%
O=C(NCc1ccco1)/C(=C/c1cccnc1)NC(=O)c1ccco1	-2.6%	-1.3%	-3.3%	u	0.0%	-0.1%	0.7	2.6%	-6.6%
O=C(NCC1CCCO1)C1CCN(C2CCN(C(=O)Cc3ccsc3)CC2)CC1 (centres undefined)	-2.4%	-3.9%	-6.5%	-18.8%	-21.9%	2.9%	-7.7	-5.9%	-1.8%
CCOc1ccc(/C=N/N2C(=O)C(CC(=O)Nc3ccc(F)cc3F)SC2=NC)cc1OC (centres undefined)	-6.9%	2.3%	-11.5%	18.6%	-0.8%	-12.6%	-1.1	-7.3%	1.2%
Cc1ccc(C)c(-c2nnc(NC(=O)CS(=O)(=O)c3ccccc3)o2)c1	x	-4.4%	-14.1%	-9.0%	-1.3%	x	3.8	30.3%	x
COc1ccc(CCNC(=O)CCNC(=O)c2ccco2)cc1OC	2.4%	4.7%	-5.4%	-1.7%	-1.0%	24.5%	-3.4	-17.4%	-1.3%
Cc1c(C(=O)Nc2cccnc2Cl)oc2ccccc12	-3.5%	5.9%	-6.9%	33.7%[activator]	8.2%	0.6%	-5.4	-6.2%	-1.7%
CC(=O)Oc1ccccc1/C=C1\CCOC1=O	-5.9%	-2.3%	-10.0%	26.6%	2.7%	1.2%	-1.3	0.1%	-7.2%

# (further entries)
Compound	BLM inh	Glioma ERSR ind	Pol eta inh	POLI inh	POLK inh	Pol beta inh	LDHA inh	APE1 inh	Apoferritin bind
Cn1c(Oc2ccc(Cl)cc2)c(C=O)c2ccccc21	-9.7%	-2.6%	-6.3%	-7.8%	-6.6%	18.7%	-0.9	10.2%	-22.1%
O=C(N/N=C/c1cc2c(cc1Cl)OCO2)c1cc(-c2ccccc2)n[nH]1	-4.3%	-3.0%	-18.4%	u	-24.9%	30.7%	-5.0	12.4%	-1.9%
COc1ccc(C(C)=O)cc1COC(=O)CNC(=O)c1cc(C)cc(C)c1	-8.4%	-3.9%	-8.6%	20.9%	1.7%	4.0%	-3.1	2.0%	-4.4%
Cc1c(NC(=O)CN2C(=O)C(=O)N(Cc3ccccc3)C2=O)c(=O)n(-c2ccccc2)n1C	-7.6%	-4.1%	-9.1%	20.1%	2.5%	26.4%	-7.4	-0.7%	-14.0%
CC(NC(=O)CN1CCN(CC(=O)Nc2ccccc2Cl)CC1)c1ccc(Br)cc1 (centres undefined)	x	-3.8%	-26.4%	22.7%	-10.9%	x	-4.4	25.7%	x
CC(C)Nc1nc(Oc2ccc(=O)n(-c3ccccc3)n2)nc(N(C)C)n1	-0.1%	-2.5%	-27.7%	63.3%[activator]	-1.2%	-0.3%	0.8	1.7%	4.5%
COc1cc(C(=O)NC(c2ccccc2)c2ccccc2)cc(OC)c1C	-1.0%	-3.9%	2.2%	-5.7%	-15.5%	10.8%	3.2	32.4%	-2.4%
CCc1c(O)nc(N2CCN(Cc3ccccc3)CC2)[nH]c1=O	-2.6%	-4.4%	-4.6%	9.2%	4.4%	6.7%	-3.0	3.8%	1.8%
CC(=N\O)/C(CN(C)C)=N/O	1.2%	-2.3%	-9.3%	-11.1%	-7.5%	27.6%	-4.2	-2.9%	-5.8%
Cc1c([N+](=O)[O-])c2ccc(O)cc2n1-c1ccccc1	-4.8%	-3.5%	-11.3%	-25.5%	-8.0%	2.5%	0.1	-1.8%	-9.7%
Cc1ccc(-c2nc3ncccc3o2)cc1NC(=O)c1ccccc1	-0.4%	-2.3%	56.2µM*	-6.1%	0.5%	9.4%	-2.2	1.0%	6.1%
CCCC(c1nnnn1Cc1ccco1)N1CCN(c2cc(Cl)ccc2C)CC1 (centres undefined)	-8.1%	0.1%	-14.5%	-18.8%	-9.7%	12.9%	0.7	-1.5%	-6.0%
COc1ccc(S(=O)(=O)N2CCN(C(=O)CSC(=S)N3CCCC3)CC2)cc1	x	-2.0%	-3.3%	-24.2%	5.5%	x	2.7	6.2%	x
O=C(c1ccco1)N1CCCN(Cc2nc(Cc3ccccc3)no2)CC1	-2.4%	-2.8%	9.1%	31.5%[activator]	3.5%	-9.2%	-5.7	-2.0%	-8.9%
N/C(=N\OC(=O)CC1CCCCC1)c1cccc([N+](=O)[O-])c1	-4.3%	2.1%	-12.9%	6.2%	-2.0%	6.3%	-6.2	-2.8%	-21.5%
O=C(CN1C(=O)c2ccccc2C1=O)Nc1ccccc1C(F)(F)F	-1.2%	-1.9%	-17.4%	37.8%[activator]	-0.4%	0.7%	-4.5	-14.2%	-5.1%
CN1N=C(C(=O)N2CCCC(N3CCN(c4ccc(F)cc4)CC3)C2)CCC1=O (centres undefined)	-1.9%	-0.7%	-14.6%	25.6%	-15.4%	u	-6.5	-20.3%	-4.2%
CCCc1cc(=O)[nH]c(SCC(=O)N2CCCCCC2)n1	x	-0.9%	-4.5%	32.3%[activator]	9.7%	x	-0.7	22.5%	x
Cc1ccc(CCNc2nc3ccccc3c3nc(-c4cccnc4)nn23)cc1	-2.8%	-1.9%	2.7%	-7.8%	8.2%	29.5%	-14.5	x	8.0%

# Complete entries from above:
# CC(C)Nc1nc(Oc2ccc(=O)n(-c3ccccc3)n2)nc(N(C)C)n1 in the list: BLM inh = -0.1%; Glioma ERSR ind = -2.5%; Pol eta inh = -27.7%; POLI inh = 63.3%[activator]; POLK inh = -1.2%; Pol beta inh = -0.3%; LDHA inh = 0.8; APE1 inh = 1.7%; Apoferritin bind = 4.5%
# CC(=N\O)/C(CN(C)C)=N/O in the list: BLM inh = 1.2%; Glioma ERSR ind = -2.3%; Pol eta inh = -9.3%; POLI inh = -11.1%; POLK inh = -7.5%; Pol beta inh = 27.6%; LDHA inh = -4.2; APE1 inh = -2.9%; Apoferritin bind = -5.8%

# Some of the compounds tested; the hit share may differ from the screen's.
